Screening data: PubChem, several laboratories
MazEF act: MazEF (E. coli) toxin RNase activation. activation, % at 20 µM. P0AE70. FAM/BHQ RNA-DNA oligo cleavage fluorescence, 5 h. hit rate 0.32% among 350,000; in the data active = activation above about 50%
Target sequence (P0AE70 whole entry, looked up): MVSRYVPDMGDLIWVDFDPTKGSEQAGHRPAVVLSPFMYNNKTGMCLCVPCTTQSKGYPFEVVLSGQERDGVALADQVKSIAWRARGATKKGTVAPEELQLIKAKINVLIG
Mtb BioA inh: inhibitors of Mycobacterium tuberculosis BioA enzyme; hit rate 0.096% among 360,000; AID 602481; inhibition, % at 9.99 µM; purified M. tuberculosis BioA enzyme, plate reader; in the data active = inhibition above about 40%
PriA SSB inh: K. pneumoniae PriA-SSBct interaction inhibition; AlphaScreen SSBct-PriA binding, biotinylated peptide; inhibition, % at 33 µM; hit rate 0.6% among 430,000; AID 1272365; in the data active = inhibition mostly above about 37%, no sharp cut-off; inactive = mostly below about 20%;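 also: plate controls were negative control peptide for no effect and reference peptide for full effect; strong numbers were not always called active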
UGM FP inh: blocks M. tuberculosis UGM enzyme; P9WIQ1; purified UGM, fluorescence polarization probe displacement; inhibition, % at 10 µM; hit rate 0.06% among 320,000; AID 504406; in the data active = inhibition above about 10%, passing the limit was not always enough
Target sequence (P9WIQ1 whole entry, looked up): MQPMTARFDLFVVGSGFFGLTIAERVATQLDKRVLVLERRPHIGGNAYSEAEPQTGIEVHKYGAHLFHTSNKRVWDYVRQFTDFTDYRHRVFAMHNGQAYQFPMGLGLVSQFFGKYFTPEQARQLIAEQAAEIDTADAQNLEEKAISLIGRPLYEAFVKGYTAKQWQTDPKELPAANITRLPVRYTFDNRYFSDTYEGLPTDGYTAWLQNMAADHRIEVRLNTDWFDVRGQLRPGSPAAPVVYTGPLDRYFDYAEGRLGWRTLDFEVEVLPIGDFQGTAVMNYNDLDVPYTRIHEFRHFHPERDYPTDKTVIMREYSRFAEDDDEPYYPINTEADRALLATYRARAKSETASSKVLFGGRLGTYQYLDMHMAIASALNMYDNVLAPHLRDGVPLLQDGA
GDH-TPI inh: counter-screen for M. tuberculosis FBA inhibitors: GDH-TPI coupled enzymes. GDH-TPI coupled enzyme counterscreen, NADH absorbance. hit rate 1.2% among 360,000. inhibition, % at 4.8 µM. AID 588335; in the data active = inhibition above about 30%;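 also: 0% = DMSO wells and 100% = wells lacking the enzyme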
VHR inh abs: inhibitors of human VHR1 phosphatase (DUSP3); P51452; recombinant VHR phosphatase, pNPP absorbance; inhibition, % at 13.3 µM; hit rate 0.52% among 290,000; in the data active = inhibition above about 50%; also: some compounds called inactive have numbers as strong as hits
Target sequence (P51452 whole entry, looked up): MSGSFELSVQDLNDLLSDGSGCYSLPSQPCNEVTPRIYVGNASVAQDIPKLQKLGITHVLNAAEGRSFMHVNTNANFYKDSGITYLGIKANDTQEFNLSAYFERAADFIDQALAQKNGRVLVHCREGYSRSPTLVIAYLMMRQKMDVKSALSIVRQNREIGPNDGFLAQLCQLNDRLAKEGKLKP
Mtb FBA inh: Mtb fructose-bisphosphate aldolase inhibition; P9WQA3; purified M. tuberculosis FBA, fluorescence read-out; inhibition, % at 1 µM; hit rate 2.3% among 360,000; AID 588726; in the data active = inhibition above about 27%;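 also: 0% = vehicle and 100% = reference inhibitor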
Target sequence (P9WQA3 whole entry, looked up): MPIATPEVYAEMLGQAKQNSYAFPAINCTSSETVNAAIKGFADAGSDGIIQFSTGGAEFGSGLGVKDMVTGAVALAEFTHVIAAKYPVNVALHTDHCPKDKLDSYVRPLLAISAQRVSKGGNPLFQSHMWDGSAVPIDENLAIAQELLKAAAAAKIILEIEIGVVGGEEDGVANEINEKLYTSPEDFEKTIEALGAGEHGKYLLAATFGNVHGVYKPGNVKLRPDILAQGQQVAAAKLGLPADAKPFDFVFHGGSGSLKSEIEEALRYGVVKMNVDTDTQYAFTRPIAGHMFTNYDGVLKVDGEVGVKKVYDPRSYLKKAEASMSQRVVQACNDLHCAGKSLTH
3CLpro inhibitor: SARS-CoV 3CLpro protease inhibition; inhibition, % at 6 µM; hit rate 0.14% among 290,000; recombinant SARS-CoV 3CLpro, quenched FRET peptide cleavage; AID 1706; P0C6X7; in the data active = inhibition above about 12%
Rv3671c inh: Rv3671c (M. tuberculosis) protease inhibition | inhibition, % at 5.96 µM | hit rate 0.048% among 320,000; in the data active = inhibition above about 38%;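 also: extracellular domain of Rv3671c used as enzyme; 0% = enzyme with DMSO and 100% = no enzyme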
BH1578 lux ind: quorum light induction in luxS cqsA deficient V. cholerae; hit rate 0.16% among 350,000; activation, % at 18.7 µM; V. cholerae BH1578 lux reporter, luminescence, 6 h; in the data active = activation mostly above about 9.7%, no sharp cut-off; also: not every result past the cut was called active; inactives centre near 0; reference of the scale not given here
An asterisk follows results filed as active; i = inactive; / = no result given; & = joins results of further samples. A portion of the library; rates above refer to the full screens.

SMILES | MazEF act | Mtb BioA inh | PriA SSB inh | UGM FP inh | GDH-TPI inh | VHR inh abs | Mtb FBA inh | 3CLpro inhibitor | Rv3671c inh | BH1578 lux ind
COc1ccc(CNC(=O)CN(c2ccc(C(C)=O)cc2)S(=O)(=O)c2ccc(C)cc2)cc1OC | -4 | -0.3 | 6 | -3.8 | -6 | / | 1 | / | -2 | i
COc1ccc(OCC(=O)NCCS(=O)(=O)N2CCN(c3ccc(F)cc3)CC2)cc1 | -8 | -1.7 | 5 | -1.8 | 4 | 8 | -1 | 2 | 3 | -0.3
O=C(c1cccc(N2C(=O)c3ccccc3C2=O)c1)N1CCCCCC1 | 2 | / | -13 | 1.6 | -5 | 3 | 4 | -5 | -7 | i
CCOc1cc(CN2CCN(C(=O)Cc3ccccc3)CC2)ccc1OC | 6 | 4.7 | -10 | 1.8 | 1 | 1 | -1 | 3 | 0 | i
CC(C)N(Cc1cnn(C)c1)Cc1nc(-c2ccc(Cl)cc2)no1 | 6 | 2.2 | -14 | -0.5 | -2 | 18 | -1 | 4 | 1 | -0.3
COc1ccc(Nc2ccc3c(c2)=NC2(CCCCC2)[N+]=3[O-])cc1 | 3 | 3.5 | 65* | -0.6 | 8 | 16 | -2 | -1 | -5 | i
Cc1cc(C)cc(NC(N)=S)c1 | 3 | / | 0 | 1.3 | -1 | 22 | 1 | 2 | -7 | -0.4
Cc1cccnc1NC(=O)c1ccccc1NC(=O)C(C)(C)C | 0 | -0.6 | -13 | 2.8 | 4 | -22 | 5 | 6 | 8 | i
N/C(=N\OC(=O)c1cc(-c2ccccc2)nc2ccccc12)c1ccc(Cl)cc1 | -8 | 0.4 | / | -0.6 | 8 | 7 | 3 | 4 | -4 | -0.2
CCN(CC)S(=O)(=O)c1ccc(N/N=C/c2ccc(O)cc2)nc1 | 8 | / | / | 5.0 | 25 | 14 | 5 | 3 | 0 | -0.6
CC(C(=O)Nc1ccccc1Br)c1ccc([N+](=O)[O-])cc1 (configuration not stated) | -16 | 0.5 | 3 | -4.2 | 7 | 5 | -1 | -1 | -2 | i
OC[C@@H]1CN(Cc2ccc(F)cc2)C[C@H](n2cnc3c(Nc4ccccc4)ncnc32)O1 | / | 2.9 | / | / | 2 | / | 12 | / | / | 0.8
O=c1[nH]c(/C=C/c2ccc(Br)cc2)nc2ccccc12 | -123 | -0.6 | -6 | 2.5 | -2 | 6 | 0 | -3 | 6 | 1.7
CCc1ccc2[nH]c(C(=O)Nc3ccc4c(c3)OCO4)cc2c1 | 0 | / | 1 | 1.8 | 4 | 0 | -1 | 6 | 10 | -2.0
COc1ccc(CCC(C)NCc2ccc(F)cc2)cc1 (configuration not stated) | 10 | 0.1 | -9 | 3.6 | -4 | 5 | 0 | 4 | 1 | -0.6
CCN(CCN(C)C)C(=O)C1CCN(S(=O)(=O)c2c(C)noc2/C=C/c2ccccc2F)CC1 | -8 | 0.5 | -20 | -0.4 | 19 | -20 | -1 | -3 | 0 | i
CC(C)(C)C(=O)Nc1ccc(-c2cn3ccsc3n2)cc1 | -2 | -1.0 | 3 | 3.1 | -1 | 21 | 5 | 3 | 2 | i
CCCS(=O)(=O)N1CCN(CC2CC=CCC2)CC1 (configuration not stated) | 8 | -1.7 | -5 | 2.9 | 12 | 25 | 1 | -8 | 1 | -0.3
O=C(Nc1ccon1)c1cccc(S(=O)(=O)N2CCCCCC2)c1 | 4 | 8.2 | 8&-6&-3 | 2.9 | -2 | 24 | 1 | -4 | -2 | -0.7
CN(CC(=O)Nc1ccccn1)S(=O)(=O)c1ccc(Cl)cc1 | 11 | -0.3 | -1 | -1.7 | 14 | 0 | 1 | -3 | -6 | -7.1

The final 2 compounds of the section above open the next one.
SMILES | MazEF act | Mtb BioA inh | PriA SSB inh | UGM FP inh | GDH-TPI inh | VHR inh abs | Mtb FBA inh | 3CLpro inhibitor | Rv3671c inh | BH1578 lux ind
O=C(Nc1ccon1)c1cccc(S(=O)(=O)N2CCCCCC2)c1 | 4 | 8.2 | 8&-6&-3 | 2.9 | -2 | 24 | 1 | -4 | -2 | -0.7
CN(CC(=O)Nc1ccccn1)S(=O)(=O)c1ccc(Cl)cc1 | 11 | -0.3 | -1 | -1.7 | 14 | 0 | 1 | -3 | -6 | -7.1
O=C(CCNC(=O)c1ccc(Br)cc1)NCCCN1CCCC1=O | 8 | -1.5 | -9 | -0.8 | 5 | / | -2 | / | 4 | i
O=C(Nc1ccc2c(c1)OCO2)N1CCN(c2ccccc2)CC1 | -14 | 7.8 | 0 | -1.6 | 7 | 32 | 1 | -3 | 4 | -0.2
CCCn1c(SCc2cc(=O)[nH]c3ccccc23)nc2c1c(=O)n(C)c(=O)n2C | 6 | -1.0 | -4 | 2.0 | 2 | 5 | -2 | / | 2 | i
O=c1[nH]c(=O)n(Cc2ccco2)c2c1C(C(F)(F)F)(C(F)(F)F)N=C(C1CCCCC1)N2 | 3 | -0.9 | -21 | 2.0 | 0 | 3 | -3 | 1 | 4 | i
COc1ccc(S(=O)(=O)N2CCCCC2)cc1NC(=O)c1ccc2c(c1)OCO2 | 2 | 3.0 | -11 | 0.6 | 9 | -3 | -4 | -2 | -9 | i
COc1ccc(CCNC(=O)CCNC(=O)N2CC(=O)Nc3ccccc32)cc1 | 9 | -1.6 | 7 | -2.8 | 3 | 73 | -4 | -4 | -14 | -0.2
Oc1ccc(O)c2c1C1(Cl)C(Cl)=C(Cl)C2(Cl)C1(Cl)Cl | 13 | 7.4 | 4 | / | 3 | / | 2 | / | / | i
CCOC(=O)c1cnc2cc3c(cn2c1=O)CCCC3 | -14 | 1.2 | 0 | -0.4 | 12 | 40 | 94* | 1 | -1 | -2.8
COc1ccc(C(CNC(=O)c2cccc(S(=O)(=O)Nc3ccc(Br)cc3)c2)N(C)C)cc1 (configuration not stated) | 0 | -0.7 | 9 | / | -2 | / | 0 | / | / | i
Cc1ccc(S(=O)(=O)N2CCC(C(=O)N3CCC[C@H]3C(=O)NC3CCS(=O)(=O)C3)CC2)cc1 (some centres not stated) | 5 | -0.5 | -10 | 0.3 | -10 | 22 | 2 | -1 | -1 | -2.3
CCn1c(C)[n+](Cc2ccccc2)c2ccc(C(=O)OC)cc21 | 4 | / | -6 | 0.2 | 2 | -8 | 0 | -1 | 2 | -0.3
Cn1c(N)c(C(=O)COC(=O)c2cc3ccccc3cc2O)c(=O)n(C)c1=O | -41 | -2.0 | -3 | 3.0 | -4 | / | -1 | / | -8 | i
CCc1cccc(CC)c1NC(=S)NCc1nc2ccccc2[nH]1 | -8 | / | 2 | -2.2 | 2 | 9 | 2 | 2 | -3 | -0.4
Cc1cc(Br)c(OCc2ccc(C(=O)N/N=C3\CC(=O)CC(C)(C)C3)cc2)c(Br)c1 | -3 | / | / | 1.6 | 3 | -1 | 0 | -3 | -5 | -0.2
CN(C)c1c([N+](=O)[O-])cc2[nH]c(=O)[nH]c2c1[N+](=O)[O-] | -10 | 0.3 | -4 | 0.0 | 18 | 15 | -6 | 0 | 13 | -0.3
COCCCN(Cc1cc(OC)c(OC)c(OC)c1)C(=S)Nc1cccc(SC)c1 | 5 | 0.8 | / | / | 0 | / | 3 | / | / | i
Cc1ccsc1/C=N/NC(=O)c1ccccn1 | 6 | -3.1 | / | 1.2 | 39* | -10 | 2 | 2 | 1 | -0.2
CCCCSC1(SCCCC)N=C(N)C2(C#N)C(c3ccccc3)NC(C)=C(C)C12C#N (configuration not stated) | -6 | 0.0 | 5 | 3.8 | 8 | 21 | 8 | -1 | 3 | i
CC1CN(C(=O)CCC(=O)NCCCN2CCC(Cc3ccccc3)CC2)c2cc(Cl)ccc2O1 (configuration not stated) | 22 | 5.5 | -7 | 1.1 | 7 | 18 | -2 | -5 | -8 | 2.5
CSCCNC(=O)C1(C)CCN1C(=O)c1ccc(C(C)(C)C)cc1 (configuration not stated) | / | 1.0 | / | / | 9 | / | -1 | / | / | 0.3

Shown as comma-separated lines: entries from further up.
compound,MazEF act,Mtb BioA inh,PriA SSB inh,UGM FP inh,GDH-TPI inh,VHR inh abs,Mtb FBA inh,3CLpro inhibitor,Rv3671c inh,BH1578 lux ind
Cc1ccc(S(=O)(=O)N2CCC(C(=O)N3CCC[C@H]3C(=O)NC3CCS(=O)(=O)C3)CC2)cc1 (some centres not stated),5,-0.5,-10,0.3,-10,22,2,-1,-1,-2.3
CCn1c(C)[n+](Cc2ccccc2)c2ccc(C(=O)OC)cc21,4,/,-6,0.2,2,-8,0,-1,2,-0.3
Cn1c(N)c(C(=O)COC(=O)c2cc3ccccc3cc2O)c(=O)n(C)c1=O,-41,-2.0,-3,3.0,-4,/,-1,/,-8,i
CCc1cccc(CC)c1NC(=S)NCc1nc2ccccc2[nH]1,-8,/,2,-2.2,2,9,2,2,-3,-0.4
Cc1cc(Br)c(OCc2ccc(C(=O)N/N=C3\CC(=O)CC(C)(C)C3)cc2)c(Br)c1,-3,/,/,1.6,3,-1,0,-3,-5,-0.2
CN(C)c1c([N+](=O)[O-])cc2[nH]c(=O)[nH]c2c1[N+](=O)[O-],-10,0.3,-4,0.0,18,15,-6,0,13,-0.3
COCCCN(Cc1cc(OC)c(OC)c(OC)c1)C(=S)Nc1cccc(SC)c1,5,0.8,/,/,0,/,3,/,/,i
Cc1ccsc1/C=N/NC(=O)c1ccccn1,6,-3.1,/,1.2,39*,-10,2,2,1,-0.2
CCCCSC1(SCCCC)N=C(N)C2(C#N)C(c3ccccc3)NC(C)=C(C)C12C#N (configuration not stated),-6,0.0,5,3.8,8,21,8,-1,3,i
CC1CN(C(=O)CCC(=O)NCCCN2CCC(Cc3ccccc3)CC2)c2cc(Cl)ccc2O1 (configuration not stated),22,5.5,-7,1.1,7,18,-2,-5,-8,2.5
CSCCNC(=O)C1(C)CCN1C(=O)c1ccc(C(C)(C)C)cc1 (configuration not stated),/,1.0,/,/,9,/,-1,/,/,0.3

Next section
SMILES | MazEF act | Mtb BioA inh | PriA SSB inh | UGM FP inh | GDH-TPI inh | VHR inh abs | Mtb FBA inh | 3CLpro inhibitor | Rv3671c inh | BH1578 lux ind
O=C(NCSC1=NCCS1)c1ccccc1 | 2 | / | -21 | 4.8 | 5 | 13 | 0 | 2 | -10 | i
O=C(N/N=C\c1cc2c(cc1Cl)OCO2)c1cccnc1 | 2 | 5.5 | / | 0.7 | 11 | 21 | -1 | -1 | 6 | 0.5
Cc1ccc(C(NC(=O)C2CCN(CCCOc3ccccc3)CC2)c2ccccn2)cc1 (configuration not stated) | / | -2.5 | / | / | 4 | / | -2 | / | / | -0.3
CN1CCCN(C2C3CC4CC(C3)CC2C4)CC1 (configuration not stated) | 4 | 0.3 | -6 | 0.4 | 2 | 20 | -4 | -1 | 4 | -0.3
CC(C)Cc1nnc(NC(=O)CCC(=O)Nc2ccc3cn[nH]c3c2)s1 | -1 | -0.4 | -1 | -0.5 | -3 | 17 | 4 | -1 | -4 | 1.2
CC1CN(S(=O)(=O)c2cc(C(=O)NCCCN3CCCC3=O)ccc2Cl)CC(C)O1 (configuration not stated) | 0 | 1.4 | -5 | 0.7 | -1 | / | 2 | / | -2 | i
O=C(NCc1ccccc1CN1CCCCC1)c1ccccc1N1CCCC1=O | 1 | -1.4 | -2 | 0.6 | 5 | / | 2 | / | 0 | 0.7
Cc1sc(NC(=O)c2ccco2)c(C(c2ccccc2)N2CCC(C)CC2)c1C (configuration not stated) | 6 | / | -14 | 1.6 | 20 | -6 | 0 | 1 | 8 | 0.7
CCCCCCn1nc(C(=O)OCC(=O)c2c(N)n(C)c(=O)n(C)c2=O)c2ccccc2c1=O | -7 | -0.7 | -3 | -1.3 | -3 | 19 | -1 | 1 | -20 | -0.2
Cc1nc(-n2nnc3ccccc32)c2c3c(sc2n1)CCCC3 | -6 | -0.5 | -6 | 0.3 | -13 | 10 | 15 | 1 | -1 | -0.9
COc1cc(/C=N/N2CCN(c3ccccc3OC)CC2)ccc1O | -8 | / | / | -1.4 | 21 | -22 | -2 | -2 | 0 | i
Cc1nc(N)c(C#N)c(-c2ccccc2)c1C | 8 | -0.4 | -17 | -1.0 | 20 | 24 | 4 | -4 | -5 | i
Cn1c(CNC(=O)CNC(=O)c2cccc(Cl)c2)cc(=O)n(C)c1=O | 0 | -1.0 | -5 | -0.6 | 13 | -13 | 1 | 7 | 8 | -0.3
